S1P4 ag = S1P4 receptor agonists, primary screen, cell-based; actives 0.35% (n = 220,000); Sphingosine 1-phosphate receptor 4 (Homo sapiens), O95977; activation, % at 4.98 µM; S1P4-expressing cell line, agonist reporter assay; in the data active = activation above about 11%;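 also: 0% = DMSO vehicle and 100% = reference agonist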
Target sequence (O95977 whole entry, looked up): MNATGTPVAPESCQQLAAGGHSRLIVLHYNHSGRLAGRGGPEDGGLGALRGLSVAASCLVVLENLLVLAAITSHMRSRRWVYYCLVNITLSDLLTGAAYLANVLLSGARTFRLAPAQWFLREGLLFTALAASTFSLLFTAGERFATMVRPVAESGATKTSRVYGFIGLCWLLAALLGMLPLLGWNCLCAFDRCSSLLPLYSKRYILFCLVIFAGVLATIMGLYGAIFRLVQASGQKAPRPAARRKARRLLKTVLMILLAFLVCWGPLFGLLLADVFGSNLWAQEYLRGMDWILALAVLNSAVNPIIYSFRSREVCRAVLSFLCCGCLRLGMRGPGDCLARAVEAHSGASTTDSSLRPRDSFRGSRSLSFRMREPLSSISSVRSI
S1P4 antag = S1P4 receptor antagonists, primary screen, cell-based. S1P4-expressing cells, antagonist mode, reporter read-out. actives 0.26% (n = 220,000). inhibition, % at 4.98 µM; in the data active = inhibition above about 29%;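 also: 0% = wells stimulated with agonist and 100% = vehicle wells without agonist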
BaF3 parental = parental Ba/F3 cell viability inhibition, counter-screen for JAK2V617F inhibitor project, murine pro-B, CellTiter-Glo luminescence; inhibition, % at 5.6 µM; CellTiter-Glo ATP luminescence; actives 1.1% (n = 220,000); AID 1486, 2009;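 active = inhibition above a per-campaign cutoff, the mean inhibition of all tested compounds plus 3 SD, cut at about 27% in these data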;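 also: 0% = DMSO wells and 100% = JAK Inhibitor I control wells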
NPY2 pot ag = NPY-Y2 potentiators or agonists, primary screen, cell-based | Neuropeptide Y receptor type 2 (Homo sapiens), P49146 | cells expressing NPY-Y2, potentiator/agonist read-out | activation, % at 3.6 µM | actives 0.45% (n = 220,000) | AID 1359, 2008; in the data active = activation above about 27%;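 also: cells stimulated with NPY near EC25 plus isoproterenol at EC100; 0% = vehicle plus submaximal agonist and 100% = vehicle plus saturating agonist; some results beyond the cut were filed as inactive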
Runt-CBFb FRET = inhibitors of RUNX1 Runt–CBFb binding, primary screen, biochemical, FRET, Cerulean-Runt, Venus-CBFb, uHTS; Runt-related transcription factor 1 (Homo sapiens) + Core-binding factor subunit beta …; Cerulean-Runt/Venus-CBFb FRET ratio 530/480, 1 h; inhibition, % at 20 µM; actives 0.46% (n = 220,000);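 active = inhibition over about 50% at 20 µM in the single-dose screen, limit read from the data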;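 also: 0% = DMSO wells and 100% = excess unlabeled CBFb competitor control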
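Measured by: fluorescence energy transfer, 422 nm excitation, 530/480 nm emission; Assay system: Cerulean-Runt domain; Medium: Tris pH 7.5 buffer with BSA; Measure: loss of energy transfer signal; Controls: 5 µM unlabeled CBFb as full-inhibition high control; Incubation: protein complex preformed 1 h, compound exposure 1 h, room temperature, dark.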
Ba/F3 V617F tox = reduced viability of JAK2V617F-dependent Ba/F3 cells, primary screen, JAK2V617F inhibitor project, cell-based, Ba/F3 EpoR-JAK2V617F, luminescence; inhibition, % at 5.6 µM; actives 1.1% (n = 220,000); ATP luminescence;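 active = inhibition above the campaign mean plus 3 SD over all tested compounds, cut at about 24% in these data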;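 also: cytokine-independent growth of Ba/F3 cells driven by EpoR plus mutant JAK2; 0% = DMSO-treated cells and 100% = JAK inhibitor I control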
RBBP9 inh = human RBBP9 inhibitors, primary screen, biochemical, fluorescence polarization, FP-Rh probe, HTS | actives 0.2% (n = 220,000) | inhibition, % at 7.94 µM | recombinant RBBP9 | AID 1515, 2009;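 active = inhibition above the campaign mean of all tested compounds plus 3 SD, cut at about 14% in these data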;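 also: plate controls were DMSO wells with RBBP9 for no effect and wells lacking RBBP9 protein for full effect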
Target sequence (O75884 whole entry, looked up): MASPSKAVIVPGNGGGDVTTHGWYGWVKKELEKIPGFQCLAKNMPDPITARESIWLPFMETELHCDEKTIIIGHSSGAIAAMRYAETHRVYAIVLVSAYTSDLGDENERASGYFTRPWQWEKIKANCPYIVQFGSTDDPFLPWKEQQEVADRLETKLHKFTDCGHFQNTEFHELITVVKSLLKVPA
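Test system: recombinant human RBBP9. Quantity: 2.5 µM RBBP9 dispensing solution, before mixing. Detection: FP readout at 525/598 nm. Reagent: Serine-hydrolase probe FP-Rh, 375 nM pre-mixing. Measure: % inhibition. Control set: DMSO-treated enzyme wells and wells lacking RBBP9. Buffer or medium: Tris-NaCl-Pluronic buffer, pH 8.0. Times: preincubation 30 min plus labeling 45 min at 25 °C.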
NPY Y1 blocker = NPY-Y1 receptor antagonists, primary screen, cell-based. HEK293-CNG Y1 cells, membrane potential fluorescence; NPY at EC95, then isoproterenol. inhibition, % at 3.6 µM. actives 1% (n = 200,000);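 active = inhibition above the campaign mean inhibition of all tested compounds plus 3 SD, cut at about 20% in these data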;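 also: 0% = DMSO wells given NPY plus isoproterenol and 100% = isoproterenol alone without NPY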
Target sequence (P25929 whole entry, looked up): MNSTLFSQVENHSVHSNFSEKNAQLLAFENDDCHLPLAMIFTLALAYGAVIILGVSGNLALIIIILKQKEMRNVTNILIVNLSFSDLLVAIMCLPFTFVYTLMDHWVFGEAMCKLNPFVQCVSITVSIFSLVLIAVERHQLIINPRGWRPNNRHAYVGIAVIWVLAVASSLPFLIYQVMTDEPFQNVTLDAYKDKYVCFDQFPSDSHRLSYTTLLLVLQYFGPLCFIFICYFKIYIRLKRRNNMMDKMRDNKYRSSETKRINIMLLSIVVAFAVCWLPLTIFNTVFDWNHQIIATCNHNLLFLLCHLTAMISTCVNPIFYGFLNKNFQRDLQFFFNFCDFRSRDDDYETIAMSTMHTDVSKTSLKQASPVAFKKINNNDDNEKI
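System: HEK293 cells with Y1 receptor plus CNG channel / Probe or stimulus: NPY 25 nM then isoproterenol 1 µM plus Ro 20-1724 25 µM / Compound: one concentration, 3.6 µM, in 0.4% DMSO / Schedule: compound incubation 1 h at room temperature, readout 45 min post-stimulation / Measured by: membrane potential fluorescence / Read-out: % inhibition of NPY effect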
NPY1 pot ag = NPY-Y1 receptor potentiators or agonists, primary screen, cell-based | Neuropeptide Y receptor type 1 (Homo sapiens), P25929 | NPY-Y1 expressing cells, potentiator/agonist activation | activation, % at 3.6 µM | actives 0.37% (n = 220,000) | AID 1304, 2008; in the data active = activation above about 33%, passing the limit was not always enough;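 also: cells stimulated with NPY at EC10 then isoproterenol at EC100; 0% = low agonist plus stimulus and 100% = saturating agonist plus stimulus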
* = called active by the depositor; x = not tested or not shown. Outcome played no part in choosing rows; 3.6% or so of the library scored in one or more.

SMILES | S1P4 ag | S1P4 antag | BaF3 parental | NPY2 pot ag | Runt-CBFb FRET | Ba/F3 V617F tox | RBBP9 inh | NPY Y1 blocker | NPY1 pot ag
C=CCNC(=O)CNS(=O)(=O)c1ccc(F)cc1 | 1.2 | -21 | 2 | 0 | 2 | 0 | -2 | 4 | -6
Cn1c(Cc2ccccc2)nnc1SCC(=O)Nc1cccc(S(=O)(=O)NC2=NCCCCC2)c1 | 1.0 | 2 | 3 | 15 | 0 | 0 | -3 | -1 | -24
O=C(COC(=O)c1n[nH]c2ccccc12)NC(=O)NC1CCCC1 | 1.0 | -1 | 4 | 6 | 2 | 1 | -4 | 3 | -42
COc1cc(/C=C(\C#N)C(=O)NC2CCCCC2)ccc1OCc1ccc(C(=O)O)cc1 | -1.2 | 3 | 5 | 11 | 1 | -3 | -7 | 0 | 6
CCCC1=NN(c2ccc([N+](=O)[O-])cc2)C(=O)/C1=C/N(C)C | -1.4 | -11 | 2 | 11 | -3 | -2 | 11 | -5 | 14
O=C(CCC(=O)OCC(=O)c1cccc([N+](=O)[O-])c1)NC1CCCCC1 | 0.2 | -3 | -1 | 3 | 0 | -4 | -4 | x | 13
Cc1ccc(C(=O)N2CCN(S(=O)(=O)c3ccc(C)c([N+](=O)[O-])c3)C2)cc1 | -2.1 | 1 | 9 | 3 | -2 | 5 | -2 | 1 | 16
Cc1ccc(Nc2nc(-c3c(C)n(C)n(-c4ccccc4)c3=O)c(C)s2)cc1 | 0.5 | -18 | 6 | -8 | -1 | 2 | -10 | 4 | 6
C=CCNC(=O)c1ccccc1NC(=O)C1COc2ccccc2O1 (configuration not stated) | 0.5 | -8 | 7 | -19 | -1 | 0 | -2 | 7 | -7
Cc1ccc2c(c1)c1cccc3c1n2CCN3CCC(N)=O | 3.3 | 2 | 2 | 3 | 6 | -2 | 17* | -1 | -2
Cc1ccc(C(C)C)c(OCC(=O)OCc2c(C)noc2C)c1 | 0.2 | -6 | 9 | 1 | 1 | 1 | 4 | 4 | -12
C=CCc1cc(C(=O)N2CCCCC2)ccc1O | 2.5 | -21 | 1 | 1 | 1 | -3 | 9 | -1 | -6
COc1ccc(C(C)=O)cc1COC(=O)Cc1n[nH]c(=O)c2ccccc12 | -1.7 | -21 | 3 | 12 | -2 | 0 | -12 | 0 | 11
CCOC(=O)Cc1csc(NC(=O)c2ccc(S(=O)(=O)N3CCCC3)cc2)n1 | 0.3 | -13 | 6 | -6 | -1 | 3 | -10 | -7 | 2
Cc1cccc(NC(=S)NCCc2ccc(S(N)(=O)=O)cc2)c1C | 2.4 | -5 | 4 | 9 | 1 | -4 | -5 | 5 | 21
O=C1NC2(CCCCCCC2)C(=O)N1Cc1ccc(F)cc1 | -0.2 | 3 | 0 | -14 | 0 | -3 | -6 | x | 3
CCCCCCCCn1c2c(c(=N)c3ccccc31)CCC2 | -0.1 | -26 | 82* | -66 | x | 99* | -1 | 99* | -95
CC(C)n1c(SCC(=O)Nc2ccccc2N2CCOCC2)nc2c1c(=O)n(C)c(=O)n2C | 0.4 | 0 | 5 | -12 | -1 | 1 | -10 | 9 | -2
C/C(=N\NC(=O)c1cc(Cl)ccc1O)c1ccc(Br)s1 | -0.2 | -4 | 6 | 7 | -1 | -1 | -9 | 2 | 13
Cn1cc(C(c2ccccn2)c2cn(C)c3ccccc23)c2ccccc21 | -1.4 | 12 | -1 | 13 | -1 | -4 | 0 | 9 | 0
O=C(NCc1n[nH]c(=S)n1-c1ccc([N+](=O)[O-])cc1)c1ccc(S(=O)(=O)N2CCOCC2)cc1 | 1.4 | -3 | 2 | 12 | 4 | 2 | -8 | 2 | -5
COc1ccccc1OCC(=O)Nc1ccc(O)cc1C(=O)O | -1.4 | -7 | 6 | 8 | 2 | -2 | 1 | 3 | 4
COC(=O)c1ccc(C2c3c(oc4ccc(Cl)cc4c3=O)C(=O)N2CCN2CCOCC2)cc1 (configuration not stated) | 1.9 | 8 | 0 | 2 | -2 | 1 | -9 | x | -16
CCCn1c(SCC(=O)NC(C)(C)C)nnc1C(C)C | -0.7 | 4 | 7 | 11 | 2 | 2 | 0 | 4 | 12

Results in Ba/F3 V617F tox and RBBP9 inh, for 2 of the compounds above:
| molecule | Ba/F3 V617F tox | RBBP9 inh |
| --- | --- | --- |
| COc1ccc(C(C)=O)cc1COC(=O)Cc1n[nH]c(=O)c2ccccc12 | 0 | -12 |
| CCOC(=O)Cc1csc(NC(=O)c2ccc(S(=O)(=O)N3CCCC3)cc2)n1 | 3 | -10 |

Next records
SMILES | S1P4 ag | S1P4 antag | BaF3 parental | NPY2 pot ag | Runt-CBFb FRET | Ba/F3 V617F tox | RBBP9 inh | NPY Y1 blocker | NPY1 pot ag
Cc1cccc(NCc2ccccc2O)c1C | 1.0 | 1 | 1 | 11 | 1 | -1 | -1 | -3 | 18
O=C(N/N=C/c1ccco1)c1ccc(C(=O)N/N=C/c2ccco2)o1 | 0.8 | -10 | 6 | 3 | 7 | 0 | -5 | 5 | 1
CCOC(=O)c1nc(C)nc(Sc2n[nH]c(-c3ccccc3)n2)c1C | -0.7 | 2 | -1 | 1 | 1 | -1 | -4 | x | -13
Fc1cccc(NC(=S)Nc2cccnc2)c1 | 0.6 | -19 | 2 | -16 | 2 | -2 | -3 | 0 | 6
O=C1c2cccc3cccc(c23)C(=O)N1CCN1CCN(CC(O)COc2ccc3ccccc3c2)CC1 (configuration not stated) | 1.0 | -11 | 11 | 19 | -8 | 4 | 0 | -1 | 22
O=C(CSc1nnc2scc(-c3ccc(Cl)cc3)n12)NCc1ccco1 | 0.4 | -10 | 4 | -1 | 1 | 0 | -3 | 2 | 8
CCOc1cc(N2CCOCC2)c(OCC)cc1NC(=O)CCS(=O)(=O)c1ccc(Cl)cc1 | -0.2 | 5 | 1 | 8 | -1 | -2 | -3 | 6 | -7
CCC(=O)NCc1c(C)c(C)n(Cc2ccccc2)c1-n1cccc1 | 1.7 | -21 | 2 | 3 | -1 | 4 | -4 | -2 | -1
COCCNC(=O)C(c1ccncc1)N(Cc1ccccc1)C(=O)Cn1nnc2ccccc21 (configuration not stated) | -0.8 | 2 | 4 | 1 | -1 | -2 | 0 | 2 | 2
Cc1cc(C)cc(NC(=O)CN2CCN(CCN=CC3=C(O)CC(C)(C)CC3=O)CC2)c1 | -0.2 | -7 | 3 | 1 | -4 | 0 | -5 | -1 | -22
CCOc1cccc(C(=O)NC2CCCCC2)c1 | 1.8 | -26 | 2 | 1 | 2 | -1 | -8 | -6 | 26
Cc1cccc(NC(=S)N2CCN(c3ccccc3)CC2)c1 | 0.5 | -13 | 8 | 3 | -2 | 0 | -8 | 1 | 18
Cc1c(O)ccc2c(CN3CCN(CCO)CC3)cc(=O)oc12 | 2.8 | 17 | 5 | 9 | 5 | -4 | 1 | 0 | 5
O=C(CSc1ccc2c(c1)OCCO2)NC(=O)NC1CCCC1 | -1.4 | -5 | 6 | -11 | 0 | 3 | -15 | 4 | -4
COc1cc2nc(Cl)nc(N3CCCCC3)c2cc1OC | -0.2 | -6 | 1 | -9 | x | 0 | 2 | -4 | 0
CCOC(=O)c1[nH]c2ccc(Br)cc2c1NC(=O)CCN1CCC(C)CC1 | 0.5 | -10 | 2 | 3 | -1 | -2 | 3 | -2 | 8
COc1ccc(Cl)cc1C(=O)NCc1cnn(C)c1C | 0.4 | -12 | 3 | 1 | 1 | -4 | -11 | 1 | 12
COC(=O)c1sc(NC(=O)c2cnccn2)c(C(=O)OC)c1C | 0.0 | -18 | 2 | -1 | x | 2 | -5 | -2 | 2
COc1ccc(CNC(=O)C2CC(C)=C(C)CC2C(=O)O)cc1 (configuration not stated) | -1.7 | 1 | 3 | -1 | 1 | -3 | 0 | -2 | 10
COC(=O)c1cc(/C=C/c2ccccc2)on1 | -0.4 | -8 | 3 | -23 | -2 | -2 | -9 | 10 | 2
Cc1cccc(NC(=S)NC(=O)c2cccs2)n1 | 1.0 | -2 | 5 | -5 | 3 | -1 | -3 | -2 | 14
COc1ccc(C(=O)N/C(=C\c2cn(C)c3ccccc23)C(=O)OCCN(C)C)cc1 | -0.4 | 1 | -3 | 4 | 0 | -1 | 4 | x | -4
O=c1[nH]nc(SCCS(=O)(=O)c2ccc(F)cc2)n1-c1ccccc1C(F)(F)F | -0.7 | 14 | -2 | -9 | 1 | 4 | -4 | x | -4
CC(NC(=O)Nc1ncccn1)(C(F)(F)F)C(F)(F)F | 0.6 | -11 | 1 | 9 | 0 | -4 | -8 | -5 | -5
COC(=O)c1cc(OC)c(OC)cc1NC(=O)c1ccoc1C | -2.0 | -30 | 4 | 7 | 0 | 1 | -7 | 0 | 0
Fc1ccc(Cn2cnc3ccccc32)cc1 | 6.4 | -15 | 6 | -6 | 2 | 1 | -3 | 1 | -2
Cc1ccc(N=Nc2c(C)[nH]n(C(N)=S)c2=O)cc1 | 0.9 | 15 | 8 | -5 | -2 | -2 | -2 | 1 | 16
CCCC(=O)NCCc1cc2ccc(OC)cc2[nH]c1=O | 1.9 | -5 | 6 | -7 | -2 | 3 | 3 | -1 | -16
ON1C(c2ccc(Cl)cc2Cl)N(O)[C@H]2CCCC[C@H]21 (some centres not stated) | -0.5 | -3 | 8 | -17 | -1 | 1 | 6 | -4 | -2
Cc1ccc(C(=O)N2CCN(S(=O)(=O)c3ccccc3[N+](=O)[O-])CC2)o1 | 0.8 | 10 | 4 | -9 | -1 | -3 | 13 | -6 | -12
CC(=O)Nc1cc(C(C)C)c(O)c(C(C)C)c1 | -1.6 | -14 | 3 | -13 | 0 | -4 | -4 | 3 | 9
COC(=O)c1cc(Cl)c(NC(=O)/C=C/c2ccc(OC)c(OC)c2)cc1OC | -1.4 | 1 | 3 | -10 | 2 | 3 | -14 | 0 | -11
O=C(O)c1ccc(N2C(=O)CC(N3CCC(c4nc5ccccc5[nH]4)CC3)C2=O)cc1 (configuration not stated) | 0.7 | 2 | 8 | -4 | 1 | 1 | 2 | 2 | 1
CCN(CC)C(=O)C1CCCN(C(=O)Nc2ccc3nsnc3c2)C1 (configuration not stated) | 2.5 | -21 | 2 | -18 | 4 | 0 | -6 | 4 | -24
Cc1cccc(C2(c3cccc(C)c3)OC(=O)c3ccccc32)c1 | 1.1 | 2 | -2 | -6 | -2 | -1 | 1 | 7 | 2

Compound activity deposited in PubChem by several laboratories.
